Screening data from PubChem BioAssay.
Autophagy mod = alters autophagy in cells; calls only at 10 µM (by protocol); AID 463193; MEF GFP-LC3 puncta imaging; test concentration mostly 10 µM; 0.98% of 190,000 active;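 active = percentage of spot-positive cells more than 3 SD above its plate mean, without a fluorescence outlier flag or 80% toxicity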;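 also: spot-positive cell cutoff set from DMSO-treated cells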
bCat nuc transl = alters nuclear translocation of beta-catenin in HeLa cells; immunofluorescence imaging; nuclear translocation activity, % at 5 µM; 0.3% of 190,000 active; AID 1665;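 active = nuclear translocation activity above 50% at 5 µM, with a well cell count of 50 or more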;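 also: per-cell ratio of nuclear to cytoplasmic median beta-catenin stain intensity; plate controls were DMSO negative control for no effect and GSK-3 inhibitor IX positive control for full effect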
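System: Human HeLa cells, endogenous beta-catenin | Compound dosing: 5 µM primary, 0.02–20 µM confirmation | Timing: 24 h compound exposure at 37°C, 5% CO2 | Measured by: Fluorescence imaging of beta-catenin antibody stain plus DAPI | Read-out basis: % activation of per-cell nuclear versus cytoplasmic median beta-catenin signal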
AID2073 = disruptors of CaV2.2 binding to Mint1 – biochemical, HTRF (AID 2073); HTRF protein-protein interaction, Mint1-CaV2.2; higher % means a stronger effect; inhibition, % at 20 µM; hits with a dose series show IC50 in µM; 0.19% of 290,000 active; in the data active = inhibition mostly above about 51%, no sharp cut-off; also: some results filed as inactive read as strong as hits
HIV peptide binding = inhibitors of HIV fusion peptide binding, primary screen, biochemical, uHTS, fluorescence dequenching (AID 1986) | 0.3% of 290,000 active | cell-free peptide binding, fluorescence dequenching, 30 min; higher % means a stronger effect | one-dose inhibition, % at 20 µM; IC50 in µM for titrated hits; in the data active = inhibition mostly above about 52%, no sharp cut-off; inactive = mostly below about 76%; also: some results filed as inactive read as strong as hits
WT yeast gro inh = growth inhibition of WT yeast, mitochondrial fusion screen; mitochondrial fusion phenotypic screen, WT strain; inhibition, % at 10 µM; 2.1% of 190,000 active; in the data active = inhibition above about 58%; tested in S. cerevisiae
Dynein transport = blocks dynein driven cargo transport along microtubules. z-score, hits read low. 0.47% of 220,000 active. 3617.4 mouse cells, GR-EGFP nuclear translocation imaging; test concentration mostly 20 µM; stimulated with dexamethasone, 1 µM; stronger effect = lower value;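 active = plate z-score of nuclear minus cytoplasmic receptor signal below a set negative limit, without overly bright fluorescence or cell loss, cut at about -3.5 in these data, passing the limit was not always enough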;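 also: z-score of nuclear minus cytoplasmic ring GR-EGFP intensity difference per well; some compounds called inactive have numbers as strong as hits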
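Also added – dexamethasone, 1.0 µM final · Buffer or medium – tet-free, stripped-serum medium · Schedule – induction 48 h, compound 1 h, agonist 30 min · Detection – formaldehyde fixation, Hoechst nuclear stain, 10x automated fluorescence imaging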
Ins promoter up = MIN6 insulin promoter up-regulation. MIN6 insulin promoter-GFP reporter, high-content imaging; stronger effect = higher value. z-score at 5 µM. 0.3% of 190,000 active. AID 1625;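 active = z-score above 3 at 5 µM with at least 500 cells counted in the well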
Yfh1-depleted yeast = enhancers of respiration in Yfh1-depleted yeast, dose response, Friedreich's ataxia, plus single-dose screen (AID 1465) | S. cerevisiae Yfh1-off respiration, WST-1 reduction, 72 h; higher fold induction means a stronger effect | one-dose fold induction at 50 µM; EC50 in µM for titrated hits | 0.074% of 220,000 active;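 active = fold induction of absorbance versus untreated yeast above a set limit, then at least 30% activation at any dose in follow-up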;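 also: activators that raise dye reduction in frataxin-depleted yeast; strong numbers were not always called active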
MT stabilizer = microtubule stabilizers in HeLa cells; AID 2205; HeLa tubulin immunostaining HCS, 24 h; share of cells brighter than vehicle mean+2SD; 0.83% of 200,000 active; % tubulin-high responders, % at 10 µM;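 active = plate Z-score above 3 for both tubulin-high and condensed-nucleus cell shares, with cell loss under 80%, at 10 µM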;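 also: anti alpha tubulin signal scored within the nucleus-defined area of each cell; some results filed as inactive read as strong as hits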
WT yeast gro inh mutant strain = further read-out of WT yeast gro inh, marked with its call; inhibition, %; mitochondrial fusion phenotypic screen, mutant strain inhibition
Dynein transport cytoplasmic EGFP = recorded beside Dynein transport, whose call it bears; z-score; measured here: cytoplasmic GR-EGFP intensity; stronger effect = higher value
Dynein transport nuclear GR-EGFP = second read-out of Dynein transport, no call of its own (marks repeat the call); z-score; measured here: nuclear GR-EGFP intensity;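 lower value marks the stronger effect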
Dynein transport cell count = second read-out of Dynein transport, no call of its own (marks repeat the call); z-score; measured here: cell count per field
Ins promoter up cell count = recorded beside Ins promoter up, whose call it bears; cell count; measured here: cytotoxicity, nuclei count;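 total cells summed across four imaged fields per well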
bCat nuc transl cell count 5 µM = further read-out of bCat nuc transl, marked with its call; cell count; measured here: cell count, cytotoxicity flag
MT stabilizer Hoechst-high % = also measured in MT stabilizer; calls as there; % Hoechst-high responders; measured here: nuclear condensation Hoechst responders;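 share of cells brighter than vehicle mean plus two SD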
MT stabilizer cytotoxicity % = also measured in MT stabilizer; calls as there; toxicity, %; measured here: cytotoxicity by cell density;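 0% = mean cell density of plate MIN control wells and 100% = no cells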
Autophagy mod cell loss 18 h = second read-out of Autophagy mod, no call of its own (marks repeat the call); toxicity, %; measured here: cell loss, nuclei count;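 cell loss after 18 h compound exposure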
The depositor's hits bear a star.

`C=CCOc1nc2c(c(=O)n(Cc3ccc(Cl)cc3)c(=O)n2C)n1C` gave Autophagy mod inactive, bCat nuc transl -0.3, AID2073 -6%, HIV peptide binding -1.8%, WT yeast gro inh 7, Dynein transport 1.4, Ins promoter up 1.1, Yfh1-depleted yeast inactive, MT stabilizer 2.0, WT yeast gro inh mutant strain 10, Dynein transport cytoplasmic EGFP -0.23, Dynein transport nuclear GR-EGFP 0.81, Dynein transport cell count -0.11, Ins promoter up cell count 1210, bCat nuc transl cell count 5 µM 1263, MT stabilizer Hoechst-high % 3.1, MT stabilizer cytotoxicity % 5.3 and Autophagy mod cell loss 18 h -2.
`NC(=O)CC(NC(=O)c1ccccc1)c1ccc(NCCc2ccc(Cl)cc2)c([N+](=O)[O-])c1` (stereo not drawn) gave bCat nuc transl 1.6, AID2073 24%, HIV peptide binding 0.0%, Dynein transport 0.71, Ins promoter up 0.45, Yfh1-depleted yeast inactive, Dynein transport cytoplasmic EGFP -0.75, Dynein transport nuclear GR-EGFP 0.28, Dynein transport cell count -0.17, Ins promoter up cell count 801 and bCat nuc transl cell count 5 µM 1325.
Screening CCn1c(SCC(=O)Nc2ccccc2OC)nnc1-c1cnccn1 returned Autophagy mod inactive, bCat nuc transl -9.1, AID2073 12%, HIV peptide binding 2.4%, WT yeast gro inh -2, Dynein transport -0.69, Ins promoter up -0.08, Yfh1-depleted yeast inactive, MT stabilizer 8.5, WT yeast gro inh mutant strain 9, Dynein transport cytoplasmic EGFP -0.22, Dynein transport nuclear GR-EGFP -0.16, Dynein transport cell count 0.26, Ins promoter up cell count 1179, bCat nuc transl cell count 5 µM 981, MT stabilizer Hoechst-high % 5.1, MT stabilizer cytotoxicity % 0.2 and Autophagy mod cell loss 18 h -7.
`CCOc1ccc(/C=N/OC(C)C(=O)NCc2ccc3c(c2)OCO3)cc1` (stereo not drawn) gave Autophagy mod inactive, bCat nuc transl -1.3, AID2073 -2%, HIV peptide binding 0.3%, WT yeast gro inh 14, Dynein transport -0.51, Ins promoter up 0.7, Yfh1-depleted yeast inactive, MT stabilizer 3.9, WT yeast gro inh mutant strain 6, Dynein transport cytoplasmic EGFP -0.22, Dynein transport nuclear GR-EGFP 0.018, Dynein transport cell count 0.24, Ins promoter up cell count 1380, bCat nuc transl cell count 5 µM 613, MT stabilizer Hoechst-high % 2.0, MT stabilizer cytotoxicity % 11 and Autophagy mod cell loss 18 h -8.
CCN1CCCC1CNC(=O)COc1cc(=O)n(C)c2ccccc12 (stereo not drawn) was read as Autophagy mod inactive, bCat nuc transl 2.0, AID2073 0%, HIV peptide binding -2.5%, WT yeast gro inh -13, Dynein transport -1.4, Ins promoter up 0.74, Yfh1-depleted yeast inactive, MT stabilizer 3.3, WT yeast gro inh mutant strain -6, Dynein transport cytoplasmic EGFP -0.3, Dynein transport nuclear GR-EGFP -0.58, Dynein transport cell count 0.41, Ins promoter up cell count 1581, bCat nuc transl cell count 5 µM 1459, MT stabilizer Hoechst-high % 2.3, MT stabilizer cytotoxicity % 4.8 and Autophagy mod cell loss 18 h -6.
For COc1cccc(N2CCN(C(=O)c3ccc4nc(N5CCC(C)CC5)sc4c3)CC2)c1 the results were bCat nuc transl 1.8, AID2073 4%, HIV peptide binding 1.2%, Dynein transport -0.66, Ins promoter up -0.34, Yfh1-depleted yeast inactive, Dynein transport cytoplasmic EGFP -0.2, Dynein transport nuclear GR-EGFP 0.075, Dynein transport cell count 0.81, Ins promoter up cell count 1143 and bCat nuc transl cell count 5 µM 1216.
Cc1cccc(C(=O)OCc2cc3ccccc3[nH]c2=O)c1 was read as Autophagy mod inactive, bCat nuc transl -0.4, AID2073 -3%, HIV peptide binding -1.6%, WT yeast gro inh -1, Dynein transport 2.1, Ins promoter up 0.86, Yfh1-depleted yeast inactive, MT stabilizer 3.8, WT yeast gro inh mutant strain -2, Dynein transport cytoplasmic EGFP 0.42, Dynein transport nuclear GR-EGFP 2.6, Dynein transport cell count -2.6, Ins promoter up cell count 1189, bCat nuc transl cell count 5 µM 1171, MT stabilizer Hoechst-high % 2.7, MT stabilizer cytotoxicity % 1.5 and Autophagy mod cell loss 18 h -18.
C/C(CC(=O)Nc1ccc(Cl)cc1Cl)=N\NC(=O)C(=O)N1CCCC1 was read as Autophagy mod inactive, bCat nuc transl 0.6, AID2073 1%, HIV peptide binding -0.2%, WT yeast gro inh -1, Dynein transport -0.53, Ins promoter up 0.77, Yfh1-depleted yeast inactive, MT stabilizer 4.6, WT yeast gro inh mutant strain 12, Dynein transport cytoplasmic EGFP -0.19, Dynein transport nuclear GR-EGFP -0.16, Dynein transport cell count 1.1, Ins promoter up cell count 1289, bCat nuc transl cell count 5 µM 1097, MT stabilizer Hoechst-high % 2.1, MT stabilizer cytotoxicity % 9.2 and Autophagy mod cell loss 18 h 13.
For CCOc1ccc(/C=C(\C(=O)O)c2ccc(S(=O)(=O)N3CCOCC3)s2)cc1OC the results were Autophagy mod inactive, bCat nuc transl 1.1, AID2073 26%, HIV peptide binding 5.3%, WT yeast gro inh -8, Dynein transport 0.06, Ins promoter up 0.17, Yfh1-depleted yeast inactive, MT stabilizer 2.0, WT yeast gro inh mutant strain -15, Dynein transport cytoplasmic EGFP -0.22, Dynein transport nuclear GR-EGFP -0.33, Dynein transport cell count 0.12, Ins promoter up cell count 1354, bCat nuc transl cell count 5 µM 998, MT stabilizer Hoechst-high % 1.9, MT stabilizer cytotoxicity % 2.5 and Autophagy mod cell loss 18 h 3.
For COc1ccc(-c2cccc(C3CC=CC4C3C(=O)N(Cc3ccccc3)C4c3ccc(C(F)(F)F)cc3)c2)cc1 (stereo not drawn) the results were bCat nuc transl -0.9, AID2073 16%, HIV peptide binding 0.7%, Dynein transport 0.18, Yfh1-depleted yeast inactive, Dynein transport cytoplasmic EGFP -0.74, Dynein transport nuclear GR-EGFP 0.031, Dynein transport cell count -0.082 and bCat nuc transl cell count 5 µM 1129.
`CC1(C)Cc2c(c(N3CCCC3)[nH]c(=S)c2C#N)CO1` gave Autophagy mod inactive, bCat nuc transl 0.8, AID2073 -31%, HIV peptide binding 1.3%, WT yeast gro inh -10, Dynein transport -0.56, MT stabilizer 0.7, WT yeast gro inh mutant strain -6, Dynein transport cytoplasmic EGFP -0.24, Dynein transport nuclear GR-EGFP -0.19, Dynein transport cell count 0.73, bCat nuc transl cell count 5 µM 946, MT stabilizer Hoechst-high % 1.8, MT stabilizer cytotoxicity % 4.4 and Autophagy mod cell loss 18 h -6.
For CCC(=O)Oc1ccc(-c2cnc3ccccc3n2)cc1 the results were Autophagy mod inactive, bCat nuc transl 7.5, AID2073 -3%, HIV peptide binding 0.0%, WT yeast gro inh 11, Dynein transport -0.75, Ins promoter up 1.1, Yfh1-depleted yeast inactive, MT stabilizer 3.9, WT yeast gro inh mutant strain 17, Dynein transport cytoplasmic EGFP -0.21, Dynein transport nuclear GR-EGFP 0.1, Dynein transport cell count 0.38, Ins promoter up cell count 1503, bCat nuc transl cell count 5 µM 1322, MT stabilizer Hoechst-high % 3.8, MT stabilizer cytotoxicity % 9.4 and Autophagy mod cell loss 18 h -21.
Cc1cc(C(=O)CSc2cccc[n+]2[O-])c(C)n1-c1ccc(OC(F)F)cc1 was read as bCat nuc transl 0.2, AID2073 2%, HIV peptide binding -0.3%, Dynein transport -0.35, Ins promoter up 0.03, Yfh1-depleted yeast inactive, Dynein transport cytoplasmic EGFP -0.39, Dynein transport nuclear GR-EGFP -0.47, Dynein transport cell count -0.24, Ins promoter up cell count 878 and bCat nuc transl cell count 5 µM 1383.
Screening N#C/C(C(=O)Oc1ccccc1)=C1\C=CC=CN1 returned Autophagy mod inactive, bCat nuc transl -2.4, AID2073 1%, HIV peptide binding -1.7%, WT yeast gro inh 12, Dynein transport -0.89, Ins promoter up -0.18, Yfh1-depleted yeast inactive, MT stabilizer 4.1, WT yeast gro inh mutant strain 21, Dynein transport cytoplasmic EGFP -0.3, Dynein transport nuclear GR-EGFP -0.72, Dynein transport cell count 0.45, Ins promoter up cell count 1168, bCat nuc transl cell count 5 µM 947, MT stabilizer Hoechst-high % 4.2, MT stabilizer cytotoxicity % 8.4 and Autophagy mod cell loss 18 h 10.
Screening CCc1ccc2oc(=O)cc(CN3CCC(C)CC3)c2c1 returned Autophagy mod inactive, bCat nuc transl -2.2, AID2073 -6%, HIV peptide binding 3.3%, WT yeast gro inh -8, Dynein transport -0.43, Ins promoter up -0.64, Yfh1-depleted yeast inactive, MT stabilizer 7.2, WT yeast gro inh mutant strain 38, Dynein transport cytoplasmic EGFP -0.2, Dynein transport nuclear GR-EGFP -0.18, Dynein transport cell count -0.15, Ins promoter up cell count 1094, bCat nuc transl cell count 5 µM 907, MT stabilizer Hoechst-high % 2.7, MT stabilizer cytotoxicity % 4.0 and Autophagy mod cell loss 18 h 13.
COc1ccc2[nH]c3c(c2c1)CN(C)CC3 was read as Autophagy mod inactive, bCat nuc transl -2.0, AID2073 8%, HIV peptide binding -2.6%, WT yeast gro inh -2, Dynein transport -0.64, Ins promoter up -0.07, Yfh1-depleted yeast inactive, MT stabilizer 2.1, WT yeast gro inh mutant strain 9, Dynein transport cytoplasmic EGFP -0.02, Dynein transport nuclear GR-EGFP -0.41, Dynein transport cell count 0.73, Ins promoter up cell count 1617, bCat nuc transl cell count 5 µM 1339, MT stabilizer Hoechst-high % 2.1, MT stabilizer cytotoxicity % 6.6 and Autophagy mod cell loss 18 h -9.

An unsorted share of the library; about 4.2% have a hit in one of these screens.
